# Assay outcomes deposited in PubChem BioAssay by National Center for Advancing Translational Sciences (NCATS).
# D2 ag – HTS Assay for Allosteric Agonists of the Human D2 Dopamine Receptor: Primary Screen for Agonists | D(2) dopamine receptor (Homo sapiens), P14416 | HEK293 T-REx D2 cells, calcium flux agonist mode | activation, % at 2 µM | 340,000 compounds, 0.53% hits | AID 485358, 2010;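 active = activation over 3 SD above normal in the single-dose calcium agonist read, cut at about 30% in these data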; note: 0% is about no effect
# Target sequence (P14416 whole entry, looked up): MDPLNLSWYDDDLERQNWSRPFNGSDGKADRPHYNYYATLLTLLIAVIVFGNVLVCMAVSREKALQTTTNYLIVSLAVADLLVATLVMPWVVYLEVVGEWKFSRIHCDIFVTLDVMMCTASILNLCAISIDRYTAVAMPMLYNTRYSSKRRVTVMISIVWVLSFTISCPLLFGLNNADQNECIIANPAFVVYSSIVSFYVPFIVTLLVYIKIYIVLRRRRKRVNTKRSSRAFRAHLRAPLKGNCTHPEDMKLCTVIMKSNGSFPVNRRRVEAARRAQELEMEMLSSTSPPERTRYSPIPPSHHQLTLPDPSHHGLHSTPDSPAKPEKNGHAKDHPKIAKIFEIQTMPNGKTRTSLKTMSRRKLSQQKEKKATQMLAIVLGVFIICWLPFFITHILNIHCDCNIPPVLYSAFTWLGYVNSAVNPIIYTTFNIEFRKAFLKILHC
#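 Tetracycline-induced HEK293 T-REx cells with force-coupled D2 receptor, plated overnight at 30 C, loaded with no-wash calcium dye. After a 10 s baseline, compound was pin-added and calcium flux read kinetically for 180 s; calcium rises flagged agonists.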
# mIDH1 inhibitor – qHTS for Inhibitors of mutant isocitrate dehydrogenase 1 (IDH1): qHTS | IDH1-R132H enzyme, NADPH consumption, diaphorase/resazurin fluorescence | Potency, µM (highest dose often 76.6 µM), for inactives: top-dose activity change, negative = inhibition, hits mostly inhibitors | 390,000 compounds, 0.093% hits | AID 602179, 2012; note: potency is the fitted concentration of half-maximal effect; % is set by controls: 0 for no effect and ±100 for the full control effect; nearly all actives have a fitted effect of over 65% in size
#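 IDH1-R132H (0.5 ug/mL) preincubated 30 min with compound, then NADPH (0.016 mM) and alpha-KG (2 mM) added; 80 min at RT, pH 7.5. Remaining NADPH coupled via diaphorase/resazurin to fluorescence (540/590 nm); concentration-response curves normalized to no-enzyme control.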
# TrxR1 inh – qHTS Assay for Inhibitors of Mammalian Selenoprotein Thioredoxin Reductase 1 (TrxR1): qHTS; Thioredoxin reductase 1, cytoplasmic (Rattus norvegicus), O89049; recombinant rTrxR1, NADPH fluorescence consumption, selenite substrate; Potency, µM (highest dose often 114 µM), inactives show at the top dose activity change, negative = inhibition, hits mostly inhibitors; 390,000 compounds, 1% hits; AID 588453, 2011; note: potency is the fitted concentration of half-maximal effect; % is set by controls: 0 for no effect and ±100 for the full control effect; nearly all actives have a fitted effect of over 65% in size
#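 Rat TrxR1 (90 nM in the dispensed reagent) was pre-reduced with 400 uM NADPH for 5 min at room temperature, then incubated with compound for 15 min. After 400 uM selenite was added, NADPH fluorescence (Ex 340/Em 450 nm) was followed for 8 min.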
# TRHR agonist – qHTS for Small Molecule Agonists and Allosteric Enhancers of Human TRH Receptor: Primary Screen for Agonists. TRHR cells, calcium flux fluo-8, FDSS agonist mode. activation, % at 2 µM. 360,000 compounds, 0.18% hits; in the data active = activation above about 30%; note: 0% is about no effect
# Target sequence (P34981 whole entry, looked up): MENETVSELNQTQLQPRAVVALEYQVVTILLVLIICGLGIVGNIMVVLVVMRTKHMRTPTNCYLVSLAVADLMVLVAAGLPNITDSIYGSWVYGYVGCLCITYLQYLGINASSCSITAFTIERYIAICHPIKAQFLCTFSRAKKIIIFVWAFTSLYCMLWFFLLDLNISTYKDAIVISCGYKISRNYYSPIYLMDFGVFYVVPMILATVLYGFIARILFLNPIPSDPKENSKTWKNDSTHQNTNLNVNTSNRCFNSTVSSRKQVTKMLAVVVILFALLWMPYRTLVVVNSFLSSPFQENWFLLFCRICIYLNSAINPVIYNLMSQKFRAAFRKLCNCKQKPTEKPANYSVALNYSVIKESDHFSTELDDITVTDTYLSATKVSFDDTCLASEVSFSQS
#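 TRHR-expressing cells, plated overnight in medium with 10% serum, were loaded with fluo-8 calcium dye at room temperature. After a 10 s baseline, library compound was pin-added and calcium release was recorded kinetically (ex 480/em 530) as agonist response.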
# TRHR PAM – qHTS for Small Molecule Agonists and Allosteric Enhancers of Human TRH Receptor: Primary Screen for Enhancers; Thyrotropin-releasing hormone receptor (Homo sapiens), P34981; TRHR cells, fluo-8 calcium fluorescence, EC20 TRH enhancement; enhancement, % at 2 µM; 360,000 compounds, 0.66% hits; in the data active = enhancement above about 30%; note: 0% is about no effect
#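 TRHR-expressing cells loaded with fluo-8 calcium dye were read kinetically (ex 480/em 530) during compound addition, then stimulated with an EC20 of TRH (10 nM final). Enhancement of the Gq-mediated intracellular calcium response was scored.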
# Pin1 inh – qHTS Assay to Find Inhibitors of Pin1; Peptidyl-prolyl cis-trans isomerase NIMA-interacting 1 (Homo sapiens), Q13526; Pin1 FP peptide displacement, HiFluor488, 10 min; Potency, µM (series often up to 115 µM), inactives show at the highest dose activity, negative = inhibition, usual class: inhibitors; 390,000 compounds, 0.009% hits; active = well fitted inhibition curve with a large enough effect in the polarisation, with a control signal flat, not every such curve was filed as active; inconclusive = small, poorly fitted or top-dose-only effect, or effect the other way, or a change in a side signal; inactive = no such curve, though single readings can be large or run the other way; the % refers to the polarisation; note: potency is the fitted concentration of half-maximal effect; % is set by controls: 0 for no effect and ±100 for the full control effect
# Target sequence (Q13526 whole entry, looked up): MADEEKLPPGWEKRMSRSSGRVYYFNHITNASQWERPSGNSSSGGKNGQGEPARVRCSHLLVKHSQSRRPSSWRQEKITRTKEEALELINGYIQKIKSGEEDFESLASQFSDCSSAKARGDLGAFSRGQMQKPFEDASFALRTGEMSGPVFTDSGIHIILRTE
# TrxR1 substrate – qHTS Assay for Substrates of Mammalian Selenoprotein Thioredoxin Reductase 1 (TrxR1): qHTS. purified TrxR1 substrate turnover, NADPH consumption readout. Potency, µM (highest dose often 114 µM), without a hit: at the top dose activity change, negative = substrate turnover. 390,000 compounds, 0.01% hits; note: potency is the fitted concentration of half-maximal effect; % is set by controls: 0 for no effect and ±100 for the full control effect; nearly all actives have a fitted effect of over 50% in size
#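 Rat TrxR1, dispensed at 90 nM, was prereduced with 400 uM NADPH (final) for 5 min at ~22 deg C, then incubated with compound 15 min before 400 uM selenite. A first-read NADPH fluorescence drop versus no-compound background flagged substrates.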
# D2 antagonist – HTS Assay for Allosteric Antagonists of the Human D2 Dopamine Receptor: Primary Screen for Antagonists; D(2) dopamine receptor (Homo sapiens), P14416; HEK293 TREx D2 cells, calcium flux, dopamine EC80; inhibition, % at 10 µM; 340,000 compounds, 2% hits; AID 485344, 2010; in the data active = inhibition above about 30%; note: 0% is about no effect
#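 Dopamine at EC80 is the agonist stimulus; test compounds precede it by 180 s. Calcium flux read kinetically in a force-coupled, inducible HEK293 T-REx D2 cell line.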
# USP1-UAF1 inh – Inhibitors of USP1/UAF1: Primary Screen | 390,000 compounds, 0.23% hits | Potency, µM (top dose mostly 57.1 µM), for inactives: at the highest dose activity change, negative = inhibition, actives largely listed as inhibitors | recombinant USP1/UAF1, Ub-Rhodamine cleavage fluorescence | AID 743255, 2014 | Ubiquitin carboxyl-terminal hydrolase 1 (Homo sapiens), O94782; note: potency is the fitted concentration of half-maximal effect; % is set by controls: 0 for no effect and ±100 for the full control effect; nearly all actives have a fitted effect of over 60% in size; inactives centre near -12
#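 In this screen, compounds sit with the deubiquitinase complex (1nM) for 15 min at room temperature before Ub-Rho is added at 150nM final. Fluorescence rise is then followed for 6 reads every 60 seconds.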
# The depositor's hits bear a star; ? = inconclusive; · = not tested or not shown; & = joins results of further samples; [ ] = remark or other dose. Unless noted, calls come from the whole dose curve; as a rule, active = well fitted inhibition curve with a large enough effect; inconclusive = small, poorly fitted or top-dose-only effect; inactive = no such curve, though single readings can be large or run the other way. Only part of the results is shown; rates above refer to the full screens.
mol,D2 ag,mIDH1 inhibitor,TrxR1 inh,TRHR agonist,TRHR PAM,Pin1 inh,TrxR1 substrate,D2 antagonist,USP1-UAF1 inh
Cc1nn(Cc2ccccc2)c(=O)c2nn(-c3ccc(Cl)cc3)c(C)c12,-0.7,-9%,-9%,-0.5,-13,-1%,-13%,1,1%
CSc1c(SCc2ccccc2)cnn(Cc2ccccc2)c1=O,-0.9,6%,9%,-0.3,-5,4%,1%,-2,-26%
CCCCC(=O)Nc1ccc(N2CCN(c3ccc(F)cc3)CC2)cc1,1.6,2%,-18%,1.1,4,-8%,-5%,-6,-13%
CCOc1ccccc1C(=O)N(Cc1ccccc1)Cc1cc2cc3c(cc2[nH]c1=O)OCCO3,·,-8%,26%,·,·,-3%,15%,·,-16%
O=S(=O)(NCCc1nc2ccccc2[nH]1)c1ccccc1,·,6%,6%,·,·,10%,-6%,·,-17%
CCc1cc(=O)oc2c(C)c3c(cc12)CN(CCc1ccccc1)CO3,·,-9%,-13%,4.3,4,?,408%[activator],·,-14%
CCN(CC)CCCNC(=O)c1nn(-c2cccc(OC)c2)c(=O)c2ccccc12,0.7,6%,15%[57.1 µM],0.0,3,-10%,-10%,-26,-15%
CSc1cccc(NC(=S)N(Cc2ccc(C)cc2)Cc2cccnc2)c1,0.3,4%,-21%,0.6,-8,5%,-14%[57.1 µM],-7,-11%
C=CCOC(=O)C1=C[C@H](c2cn(C(C)=O)c3ccccc23)C[C@H](OCc2ccc(CO)cc2)O1,-0.2,-1%,3%,0.6,2,0%,-4%,-1,-17%
Cc1oc2c(C)c(O)ccc2c(=O)c1-c1nncn1-c1ccccc1,-0.5,7%,6%,0.8,6,?,0%,-23,-21%
O=c1c2ccccc2n2c(-c3ccc(Cl)cc3)nnc2n1CCc1ccccc1,-1.4,-3%,7%,-0.7,0,1%,-2%,·,-18%
CCOC(=O)C(CC(=O)Nc1nc(C(C)=O)c(C)s1)C(C)c1ccccc1 (configuration not stated),-2.1,-3%,8%,-0.7,2,-8%,-5%,-14,-30%
CC(=O)Nc1ccc(NC(=O)CNS(=O)(=O)c2ccc(C)cc2)cc1,-0.1,-3%,26%,0.6,7,-2%,12%,-4,-8%
CCOc1cc(/C=C2\SC(=S)N(N3CCOCC3)C2=O)ccc1O,1.5,1%,14%,3.3,-1,4%,-1%,9,-19%
C[C@H](CO)N1C[C@H](C)[C@@H](CN(C)Cc2ccncc2)Oc2c(NC(=O)C3CCCCC3)cccc2C1=O,·,-4%,8%[57.1 µM],·,·,6%,10%[57.1 µM],·,-3%
NC(=O)c1ccc(NC(=O)COC(=O)c2ccc(Br)c(S(=O)(=O)N3CCOCC3)c2)cc1,·,2%,6%,·,·,5%,-6%,·,2%
Cc1cc(C)cc(NC(=O)CSc2nc(=O)n(CCCN3CCOCC3)c3c2CCCC3)c1,-1.7,5%,18%[57.1 µM],-0.6,1,0%,9%[57.1 µM],-24,-10%
Cc1ccc(Cl)cc1NC(=O)COC(=O)CCN1C(=O)C2CC=CCC2C1=O (configuration not stated),·,6%,7%,·,·,0%,-2%,·,-7%
CNC(=O)c1csc(-c2cccs2)n1,0.6,3%,2%[57.1 µM],0.4,-7,3%,-4%,1,-4%
COc1ccc(C2CC(c3ccc(Br)cc3)=NN2C(=O)CSC2=NN3CCCC(=O)N=C3S2)cc1 (configuration not stated),0.5,-6%,9%,0.2,-6,2%,1%,0,-3%
CC(O)Cn1c(N2CCCC2)nc2c1c(=O)[nH]c(=O)n2C (configuration not stated),2.5,4%,22%,0.2,-1,-10%,8%,3,-14%
CCCC(=O)Nc1ccc2c(c1)nc(CN1CCN(C(=O)OCC)CC1)n2CC,-0.6,0%,12%,-0.1,11,4%,6%,9,-15%
COc1cc(NC(=S)NN2CCN(C)CC2)cc(OC)c1,0.8,6%,0%,0.4,4,2%,3%[57.1 µM],-3,-7%
CSCCOC(=O)c1[nH]c2c(c1C)C(=O)CC(c1ccco1)C2 (configuration not stated),-0.7,-7%,-11%[57.1 µM],-0.2,-6,?,5%[57.1 µM],-13,-16%
O=C(NCN1CCc2ccccc2C1)c1ccccc1,8.5,3%,11%[57.1 µM],0.1,-5,7%,6%[57.1 µM],-5,-11%
N#CCCC1CCCC=C1N(Cc1ccccc1)C(=O)C(Cl)Cl (configuration not stated),-1.3,11%,19%[57.1 µM],-0.7,0,-3%,-5%[57.1 µM],-13,-5%
Cc1cc(C)c(S(=O)(=O)N2CCN(c3nc4c(c(=O)n(C)c(=O)n4C)n3C)CC2)c(C)c1,-0.5,·,·,-0.5,-3,·,·,-18,·
Cc1oc2ccc(O)cc2c1C(=O)c1ccc(F)cc1,·,10%,24%,·,·,1%,2%,·,-21%
COc1ccc(CCNC(=O)CSc2ccc(-c3ccccc3)nn2)cc1OC,·,0%,12%,0.0,4,5%,10%,·,-16%
O=C(Nc1ccc(Cl)c(C(F)(F)F)c1)[C@@H]1CC=C[C@@H]2CCN(C3CCCCC3)C(=O)[C@@H]21,·,9%,21%&13%,·,·,0%,6%&1%,·,-26%
NC(=O)c1ccc(-n2nnnc2SCC(=O)Nc2ccccc2-c2ccccc2)cc1,0.9,12%,-7%,-0.5,-1,1%,-7%,-20,-2%
CN(C)c1ccc(NC(=O)C(=O)NCCOc2ccccc2)cc1,34*,5%,33%[57.1 µM],-0.5,-4,-11%,5%[57.1 µM],16,-7%
CCc1ccccc1N(CC(=O)NCC1CCCO1)C(=O)CCC(=O)Nc1nccs1 (configuration not stated),-0.3,11%,28%[57.1 µM],-0.5,-2,-3%,17%[57.1 µM],-2,-16%
COc1ccc(OC)c(/C=C/c2[nH]c(=O)[nH]c(=O)c2[N+](=O)[O-])c1,0.2,-22%,?,-0.9,0,0%,-1%[57.1 µM],-1,-17%
Nc1ncnc2c1ncn2[C@@H]1O[C@H](CNS(=O)(=O)c2cc3ccccc3s2)[C@@H](O)[C@H]1O,·,-16%,3%,·,·,0%,-3%,·,0%
N/C(COc1ccc(C(=O)O)cc1)=N\O,0.2,3%,26%[57.1 µM],0.4,7,?,-4%,0,-18%
CCOCCCNC(=O)C1c2ccccc2C(=O)N2CCc3ccccc3C12 (configuration not stated),0.0,5%,1%,0.4,4,0%,-9%,-13,?
C#CCn1c(=NC(=O)c2cc(Cl)sc2Cl)sc2cc(S(N)(=O)=O)ccc21,1.2,-6%,-2%,0.1,2,76%[activator],-3%,10,-6%
Cc1ccc(OCCNC(=O)c2ccccc2N)cc1,-0.1,13%,5%[57.1 µM],-0.3,2,-2%,49%[activator][57.1 µM],-5,-5%
COc1cc(/C=N/n2cnnc2)ccc1OC(=O)c1ccncc1,0.2,-4%,-24%,0.5,1,-3%,-6%,-9,-11%
Cc1ccccc1OCc1nnc(SCCN2CCCC2)n1-c1ccccc1,-1.5,7%,-2%[57.1 µM],0.5,-2,4%,11%[57.1 µM],-49,-1%
CC(C(=O)N1CCCC1)N1CCN(S(=O)(=O)c2ccc(C(C)(C)C)cc2)CC1 (configuration not stated),0.5,6%,9%,-0.1,-10,1%,6%,-7,-10%
COc1ccc(CN2CCN(S(=O)(=O)c3ccccc3)CC2)c(OC)c1,-1.8&-0.5,10%&7%,0%[57.1 µM],-0.5&-0.3,-1&-3,?,5%[57.1 µM],10,?
CN(C(=O)CSc1nc2ccccc2n1CC(=O)N(C)c1ccc(F)cc1)c1ccccc1,1.2,-13%,12%[57.1 µM],0.5,-3,1%,1%[57.1 µM],·,-10%
CC1Cc2ccccc2N1C(=O)CSc1nnc2c(n1)[nH]c1ccc(F)cc12 (configuration not stated),5.4,1%,13%,0.3,-4,0%,2%,-28,-15%
Nc1scc2c(C(=O)N/N=C/c3ccc(Cl)cc3)nn(-c3ccccc3)c(=O)c12,0.5,-4%,-27%,0.3,-2,?,-18%,-9,?
Cn1c(O)c(N=NC(=O)c2cccc(S(=O)(=O)N3CCCCC3)c2)c2ccccc21,-0.2,2%,-16%,-0.2,-4,-2%,-16%,-9,-16%
CCC1CCCCN1C(=O)CSC1=NN2CCCC(=O)N=C2S1 (configuration not stated),0.0,0%,-5%,0.2,0,0%,5%,2,-14%
O=C(CSc1nnc(Cc2ccccc2)n1-c1ccc(Cl)cc1)N1CCOCC1,40*,3%,-18%,0.9,-3,-3%,-1%,-4,-12%
Cc1ccc(C(=O)N2CCc3cc4c(cc3C2C)OCCCO4)cc1 (configuration not stated),0.6,10%,-15%,-1.6,-5,2%,10%,-15,-15%
Cc1ccc2oc(=O)ccc2c1,·,8%,9%,·,·,2%,2%,·,-23%
